APP transl inh: APP translation inhibition | SH-SY5Y APP 5'UTR-luciferase reporter, luminescence | inhibition, % at 2 µM | 190,000 compounds, 0.82% hits;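 active = inhibition above a set limit, derived from the sample mean plus 3 SD, cut at about 45% in these data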; also: values of inactives mirror those of a sister screen read the other way
TNAP inh noacc: TNAP (human) inhibition, acceptor-free conditions. inhibition, % at 20 µM. P05186. 200,000 compounds, 0.26% hits. purified TNAP, CDP-star luminescence, 30 min;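 active = tissue-nonspecific alkaline phosphatase inhibition above about 50% at 20 µM in the single-dose screen, limit read from the data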;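 also: 0% = DMSO negative control and 100% = EDTA positive control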
Target sequence (P05186 whole entry, looked up): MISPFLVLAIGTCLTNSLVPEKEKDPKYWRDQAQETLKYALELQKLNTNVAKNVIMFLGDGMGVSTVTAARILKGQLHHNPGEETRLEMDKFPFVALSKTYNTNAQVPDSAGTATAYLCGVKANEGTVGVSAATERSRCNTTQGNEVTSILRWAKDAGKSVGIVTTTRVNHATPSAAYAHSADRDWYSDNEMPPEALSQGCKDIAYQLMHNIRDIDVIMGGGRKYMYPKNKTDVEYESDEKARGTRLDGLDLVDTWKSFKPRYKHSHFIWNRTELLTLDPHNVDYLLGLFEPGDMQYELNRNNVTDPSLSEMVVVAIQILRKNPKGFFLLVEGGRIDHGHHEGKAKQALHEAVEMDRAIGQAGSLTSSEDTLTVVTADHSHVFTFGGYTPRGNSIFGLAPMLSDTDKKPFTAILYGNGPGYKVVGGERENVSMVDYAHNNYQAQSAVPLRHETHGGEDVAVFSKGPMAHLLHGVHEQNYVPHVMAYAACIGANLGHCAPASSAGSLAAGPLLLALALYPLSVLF
L major viab: reduces viability of Leishmania major promastigotes; resazurin fluorescence viability; inhibition, % at 10 µM; 200,000 compounds, 9% hits; in the data active = inhibition above about 50%;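 also: promastigotes grown with compound for 44 hours at 28 °C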
bIAP act: increases bovine intestinal alkaline phosphatase activity | purified bovine IAP, CDP-star luminescence, 30 min; stronger effect = higher value; fold of DMSO-control signal, blank-subtracted | activation factor at 20 µM | 200,000 compounds, 0.17% hits | AID 1016;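 active = activation factor of 2 or more at 20 µM, a signal rise over negative controls twice the positive control's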
RAM network inh: inhibitors of the yeast RAM network | 190,000 compounds, 1.8% hits | inhibition, % at 50 µM | S. cerevisiae dse1pr::URA3 reporter, 5-FOA growth OD615, 2 d; analog-sensitive cbk1-as2 kinase mutant strain;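 active = inhibition above a set limit, 3 SD over mean compound inhibition, cut at about 8.4% in these data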;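 also: 0% = DMSO-only wells with no growth and 100% = 10 µM 1-NA-PP1 full growth; inhibition rescues growth on 5-FOA so higher OD means more RAM inhibition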
FLuc stim CS: firefly luciferase counter-screen for stimulation assays | activation factor at 10 µM | 200,000 tested, under 10 active | AID 1027 | ATPlite luciferase biochemical, luminescence, 10 min; 0 = ATP-free wells, 1 = DMSO control;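 active = luciferase activation factor, scaled between plate controls, of at least 2 with compound at 10 µM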
Target sequence (P08659 whole entry, looked up): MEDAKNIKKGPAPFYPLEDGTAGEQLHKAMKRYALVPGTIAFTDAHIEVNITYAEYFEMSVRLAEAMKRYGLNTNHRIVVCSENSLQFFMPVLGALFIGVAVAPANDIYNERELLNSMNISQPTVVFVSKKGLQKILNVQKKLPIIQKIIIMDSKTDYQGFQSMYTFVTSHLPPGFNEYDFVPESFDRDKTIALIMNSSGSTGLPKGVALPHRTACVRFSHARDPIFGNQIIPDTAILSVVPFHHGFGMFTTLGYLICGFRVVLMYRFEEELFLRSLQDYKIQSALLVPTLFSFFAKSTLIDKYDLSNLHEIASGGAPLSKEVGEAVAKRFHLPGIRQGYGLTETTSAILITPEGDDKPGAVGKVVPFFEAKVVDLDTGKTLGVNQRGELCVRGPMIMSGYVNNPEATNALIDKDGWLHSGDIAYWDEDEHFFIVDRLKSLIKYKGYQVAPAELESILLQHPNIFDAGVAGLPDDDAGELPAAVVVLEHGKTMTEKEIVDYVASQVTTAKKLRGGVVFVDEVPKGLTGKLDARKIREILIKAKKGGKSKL
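Assay system – cell-free luciferase reagent · Medium – PBS-based ATP solution · Dosing – test compounds dosed from 2 mM stocks in 100% DMSO · Timing – 10 min, room temperature · Technique – light output (luminescence) · Measure – luminescence gain marking luciferase activators · Controls – No-ATP low control, compound-free enzyme-plus-ATP high control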
FLuc inh counter: inhibits firefly luciferase, flagging false hits in luciferase inhibition screens | P08659 | 200,000 compounds, 1.5% hits | ATPLite firefly luciferase biochemical luminescence, 10 min | inhibition, % at 10 µM;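 active = inhibition above about 50% when tested at 10 µM, limit read from the data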
TNAP inh hiacc: inhibitors of human TNAP at high phosphate acceptor concentration | purified TNAP, CDP-star luminescence, 1 M DEA | inhibition, % at 20 µM | 200,000 compounds, 0.03% hits | AID 1135;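 active = over 50% inhibition of tissue-nonspecific alkaline phosphatase at 20 µM in the single-dose screen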;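 also: plate controls were DMSO wells for no effect and EDTA-quenched wells as full inhibition for full effect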
bIAP inh: intestinal alkaline phosphatase (bovine) inhibition; purified bovine IAP, CDP-star luminescence, 30 min; inhibition, % at 20 µM; 190,000 tested, under 10 active; AID 1019;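 active = over 50% inhibition of intestinal alkaline phosphatase at 20 µM in the single-dose screen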
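Assay system – bovine IAP enzyme · Quantity – bovine IAP at 1/65,000,000 final dilution · Detection – CDP-star luminescence signal · Times – 30 min reaction at room temperature · Also added – CDP-star substrate at 30 µM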
TNAP act hiacc: activators of human TNAP at high phosphate acceptor concentration; P05186; purified TNAP, CDP-star luminescence, 1 M DEA, 30 min; stronger effect = higher value; 0 = EDTA background, 1 = DMSO-only activity; activation factor at 20 µM; 200,000 tested, under 10 active;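 active = activation factor at least 2 at 20 µM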
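Test system – human TNAP · Doses – 20 µM single point · Incubation – 30 min, room temperature · Signal – luminescent substrate turnover signal · Read-out basis – activation factor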
* hit, by the source's call; · = no result given.

cpd	canonical_smiles	APP transl inh	TNAP inh noacc	L major viab	bIAP act	RAM network inh
1	COc1ccc(NC(=O)Cn2nnc(C(=O)NCc3ccccc3)c2N)c(OC)c1	0	-17	-2	1.1	1.2
2	COc1cc(C)c(Br)cc1S(=O)(=O)NCc1ccncc1	-9	-10	15	1.1	0.2
3	Cc1scc(C(=O)Nn2cnnc2)c1-c1ccccc1	0	-8	-4	1	0.9
4	Cc1c(-c2nnc(-c3ccc(C(F)(F)F)cc3)o2)cnn1-c1ccccc1	-11	-10	-4	0.9	1.1
5	CCOC(=O)c1c(-c2ccc(OC)c(OC)c2)csc1NC(=O)C1CCCO1 (stereo not given)	9	-4	100*	1.1	1.1
6	Cc1ccc(-n2c(CCC(=O)O)ccc2-c2cccs2)cc1C	-18	-10	4	1	1.8
7	Clc1ccc(CN=C(Nc2ccccc2)NC2CCCCC2)cc1	12	-30	95*	1.7	0.5
8	CSc1nccc(-c2nn(-c3ccc(C)cc3)ccc2=O)n1	21	-16	100*	1	0.6

cpd	FLuc stim CS	FLuc inh counter	TNAP inh hiacc	bIAP inh	TNAP act hiacc
1	1	-5	-4	-14	1
2	1	-3	-5	-6	1.1
3	1	-5	-2	-2	1
4	1	1	-4	10	1
5	1	-1	-2	-12	1
6	1	-3	-4	-4	1
7	1.1	-5	-14	-68	1.1
8	1	-4	-6	1	1.1

The list continues:
cpd	canonical_smiles	APP transl inh	TNAP inh noacc	L major viab	bIAP act	RAM network inh
9	Cc1nc(=O)c(-c2ccccc2)c(C)n1-c1ccccc1O	-18	-8	-10	1.1	-0.5
10	Cc1nc2ncnn2c(C)c1CCC(=O)N1CCc2ccccc2C1	3	8	-5	1	1.0
11	CC(C)C(=O)Nc1cccc(C(=O)Nc2nncs2)c1	-7	-18	-3	0.9	-0.2
12	CC(C)(C)c1ccc(COC(=O)Nc2ccc(F)cc2)cc1	-8	-3	-6	0.8	2.4
13	Clc1ccc(CCNc2ncnc3nc[nH]c23)cc1	2	-116	-2	1.2	0.5
14	CC(=O)Nc1ccc(C2(c3ccc(NC(C)=O)cc3)C(=O)Nc3ccccc32)cc1	13	-13	-4	1.1	0.8
15	COc1ccc(CNC(=O)C(c2ccncc2)N(C(=O)Cc2cccs2)c2ccc(C)cc2)cc1 (stereo not given)	8	10	2	0.9	1.1
16	Cc1noc(C)c1CCC(=O)N1CCCC(CCC(=O)NCc2ccccc2F)C1 (stereo not given)	0	-11	2	1.1	0.8

cpd	FLuc stim CS	FLuc inh counter	TNAP inh hiacc	bIAP inh	TNAP act hiacc
9	1	-2	0	-5	1
10	1.1	-10	-2	-1	1
11	1	-4	-9	10	1.1
12	1	4	-4	24	1
13	1	-3	-2	-19	1
14	1.1	-6	0	-14	1
15	1.1	-8	-3	6	1
16	1.1	-6	-6	-7	1.1

(cont.)
cpd	canonical_smiles	APP transl inh	TNAP inh noacc	L major viab	bIAP act	RAM network inh
17	CCCCN(CC)CCNC(=O)CN1C(=O)COc2ccc(S(=O)(=O)N3CCCC3)cc21	19	5	43	0.9	-0.8
18	O=[N+]([O-])c1cncc([N+](=O)[O-])c1Nc1ccccc1Cl	10	3	80*	1	-1.2
19	CN1CCc2c(n(CC(O)CN(CCO)CCO)c3ccccc23)C1=O (stereo not given)	-5	-4	-3	1.2	3.2
20	NC(=O)C1=C[C@H](c2ccc(C(F)(F)F)cc2)C[C@H](OCCCCO)O1	7	-8	0	1.1	-1.2
21	O=C1CC(NCc2ccco2)C(=O)N1CCc1ccccc1 (stereo not given)	-13	-1	-12	1	2.0
22	S=C(NCCN1CCOCC1)Nc1ccc(Cl)cc1	-3	-3	2	1.1	-0.5
23	CCCC(C(=O)NCc1ccco1)N(C(=O)CNS(=O)(=O)c1ccccc1)C1CCCC1 (stereo not given)	14	-7	60*	1	-0.7
24	COc1ccc(C(=S)N2CCNCC2)cc1	0	-5	23	0.9	-1.3

cpd	FLuc stim CS	FLuc inh counter	TNAP inh hiacc	bIAP inh	TNAP act hiacc
17	1	-2	-4	12	1
18	1.1	-10	2	0	1
19	1	-2	-2	-23	1
20	1	-5	-1	-15	1
21	1.2	-19	-2	-1	1
22	1.1	-8	-6	-6	1.1
23	1	-4	5	4	0.9
24	1	0	2	11	1

Going on with the list:
cpd	canonical_smiles	APP transl inh	TNAP inh noacc	L major viab	bIAP act	RAM network inh
25	CC1(C)Cc2ccccc2-c2nc(NCCCO)n(-c3ccccc3)c(=O)c21	-23	-17	10	1.1	1.0
26	Cc1[nH]nc2c1C(c1cccs1)C(C#N)=C(N)O2 (stereo not given)	6	14	43	1.1	0.0
27	COc1ccccc1N=C(C)C1=C(O)COC1=O	·	-7	-4	0.9	1.4
28	O=C1CN(C(=O)CSc2nc3ccccc3n2CCc2ccccc2)c2ccccc2N1	8	-6	58*	0.8	-1.8
29	C=CCc1c(C)nc(-c2ccccc2)nc1N/N=C(\C)c1ccccc1	-9	-17	-2	0.9	1.0
30	COc1cccc(-n2c(=S)sc3c(=O)n(-c4ccccc4OC)c(SCC4OCCO4)nc32)c1	-6	-6	19	1	7.0
31	O=C(NCCc1ccccc1)C1CCCN(S(=O)(=O)c2cnc[nH]2)C1 (stereo not given)	30	-12	-4	0.9	0.5
32	Cc1cccn2c(=O)c(C=NCCO)c(Nc3ccc(Cl)cc3)nc12	5	-6	16	1.1	8.9*

cpd	FLuc stim CS	FLuc inh counter	TNAP inh hiacc	bIAP inh	TNAP act hiacc
25	1	-5	-7	-11	1.1
26	1.1	-9	-4	-12	1
27	1	-2	0	10	1
28	1	1	-4	21	1
29	0.9	6	1	7	1
30	1.1	-6	-2	4	1
31	1	-4	-1	7	1
32	1	-2	1	-14	1

(further entries)
cpd	canonical_smiles	APP transl inh	TNAP inh noacc	L major viab	bIAP act	RAM network inh
33	COc1cc(C(=O)O/N=C2\C=CC(=O)C=C2C)cc(OC)c1OC	13	-3	97*	0.7	-0.2
34	CCNC(=O)C/C(C)=N/NC(=O)C(=O)Nc1ccc(CC)cc1	-6	-16	-2	1	0.4
35	O=C(O)CN1C(=O)CC(Cc2ccc(Cl)cc2)C1=O (stereo not given)	-26	-14	-5	1	0.3
36	CCC(CC)C(=O)Oc1c(Sc2ccccc2[N+](=O)[O-])c(C)nn1C(C)(C)C	20	-5	3	1	-1.0
37	COC(=O)CCC(=O)Nc1ccc(NC(=O)CCC(=O)OC)cc1	-4	-1	-7	1	-0.9
38	CCn1cnc2c(oc3ccccc32)c1=O	-2	1	0	1.1	0.9
39	Cc1sc(NC(=O)c2cc(-c3ccc(Cl)cc3)nc3ccccc23)c(C(N)=O)c1C	5	-13	-4	0.9	3.4
40	O=C(Oc1c(Cl)cc(Cl)c2cccnc12)c1cccs1	-1	-10	17	1	0.4

cpd	FLuc stim CS	FLuc inh counter	TNAP inh hiacc	bIAP inh	TNAP act hiacc
33	1	-4	6	25	0.9
34	1	5	-5	-2	1.1
35	1.1	-7	-7	1	1.1
36	1	1	2	4	1
37	1	1	0	-2	1
38	1	-1	0	-7	1
39	1	-3	-3	11	1
40	1	-4	0	-2	1

Next part; it opens with the two that closed the last part.
cpd	canonical_smiles	APP transl inh	TNAP inh noacc	L major viab	bIAP act	RAM network inh
39	Cc1sc(NC(=O)c2cc(-c3ccc(Cl)cc3)nc3ccccc23)c(C(N)=O)c1C	5	-13	-4	0.9	3.4
40	O=C(Oc1c(Cl)cc(Cl)c2cccnc12)c1cccs1	-1	-10	17	1	0.4
41	Cc1ccc(NC(=O)COC(=O)c2cc(C)nc3ccccc23)c([N+](=O)[O-])c1	6	-3	-4	0.9	0.9
42	O=C(C1CCCN(c2ncccn2)C1)N1CCc2ccccc21 (stereo not given)	0	-9	2	1	1.3
43	O=c1c2[nH]c3ccc(F)cc3c2ncn1CCN1CCN(Cc2ccccc2)CC1	16	-8	-2	0.9	0.8
44	COc1ccccc1NC(=S)Nc1ccccc1F	-11	-6	14	0.8	0.9
45	CC(C)(C)OC(=O)N1CCC(C(=O)N2CCC[C@H]2C(=O)O)CC1	-3	-5	0	0.9	-0.3
46	COCCN1Cc2cc3cc(C)ccc3nc2SC1=Nc1ccc(OC)cc1	13	-2	2	1	2.4
47	CC(=O)NC1=NC(=O)/C(=C/c2cc(C)n(-c3cccc(C(=O)O)c3)c2C)S1	6	14	-8	0.9	7.4
48	Cc1ccc(-n2c(-c3ccco3)nc3nc4ccccc4nc32)cc1	1	-7	-3	0.8	6.4

cpd	FLuc stim CS	FLuc inh counter	TNAP inh hiacc	bIAP inh	TNAP act hiacc
39	1	-3	-3	11	1
40	1	-4	0	-2	1
41	1.1	-8	-4	13	1
42	1	-4	-4	4	1
43	1.1	-9	0	8	1
44	1.1	-5	2	18	1
45	1.1	-7	-7	7	1.1
46	1	-4	0	0	1
47	0.9	11	12	8	0.9
48	1.1	-6	0	17	1

Full records as entered above. Values in the order: APP transl inh | TNAP inh noacc | L major viab | bIAP act | RAM network inh | FLuc stim CS | FLuc inh counter | TNAP inh hiacc | bIAP inh | TNAP act hiacc
CC(C)(C)OC(=O)N1CCC(C(=O)N2CCC[C@H]2C(=O)O)CC1 reads -3 | -5 | 0 | 0.9 | -0.3 | 1.1 | -7 | -7 | 7 | 1.1
CC(C)C(=O)Nc1cccc(C(=O)Nc2nncs2)c1 reads -7 | -18 | -3 | 0.9 | -0.2 | 1 | -4 | -9 | 10 | 1.1
CC1(C)Cc2ccccc2-c2nc(NCCCO)n(-c3ccccc3)c(=O)c21 reads -23 | -17 | 10 | 1.1 | 1.0 | 1 | -5 | -7 | -11 | 1.1

The results go on:
cpd	canonical_smiles	APP transl inh	TNAP inh noacc	L major viab	bIAP act	RAM network inh
49	CN1c2ccccc2C(=O)NC1c1ccc(Cl)cc1 (stereo not given)	-4	-23	7	1	0.1
50	Cc1c(O)nc(SC2CC(=O)N(c3ccccc3)C2=O)[nH]c1=O (stereo not given)	16	-10	-1	1	1.3
51	NS(=O)(=O)c1ccc(NC(=S)NCc2cccc(Cl)c2)cc1	3	10	11	1	1.4
52	Cc1ccc(S(=O)(=O)c2cccc(S(=O)(=O)N3CCCC3)c2)cc1S(=O)(=O)N1CCCC1	3	-5	13	1.1	1.6
53	O=C(CSc1nnc(NC2CCCCC2)s1)Nc1ccc(N2CCOCC2)cc1	-2	-4	0	1	4.2
54	O=c1[nH]c(CN2CCN(S(=O)(=O)c3ccccc3C(F)(F)F)CC2)nc2sc3c(c12)CCCC3	-14	-27	44	1.6	2.8
55	COc1ccc(CNC(=O)c2c(-c3cc(Cl)c(OC)c(Cl)c3)noc2C)cc1	9	7	-1	1	4.9
56	CCCN1C[C@H](CSC)C[C@@H]2c3cccc4[nH]cc(c34)C[C@H]21	-2	-9	33	1	2.5
57	COc1cc(-c2ccccc2)nc2ccccc12	13	-1	2	1	0.5
58	CCOC(=O)c1cc(C(=O)NC(C)c2ccccc2)c(C)[nH]c1=O (stereo not given)	-4	-4	6	1	1.9
59	Cc1ccc(Nc2ccc(N3CCN(c4ccc([N+](=O)[O-])cc4)CC3)nn2)cc1	2	-10	-5	0.9	6.3

cpd	FLuc stim CS	FLuc inh counter	TNAP inh hiacc	bIAP inh	TNAP act hiacc
49	1.1	-9	-4	5	1
50	1	-4	-4	-3	1
51	1.1	-7	3	0	1
52	1	-4	-1	-7	1
53	0.8	20	0	-2	1
54	1	3	0	-62	1
55	1.1	-10	-5	-2	1
56	1	-2	-2	2	1
57	1	-1	1	0	1
58	1	-4	-2	2	1
59	1.1	-7	5	13	1

Compound activity deposited in PubChem BioAssay by several laboratories.
